Assay outcomes from PubChem.
GDH-TPI counter = inhibits GDH-TPI coupling enzymes, artifact for Mtb FBA screen; GDH-TPI coupled enzyme counterscreen, NADH absorbance; inhibition, % at 4.8 µM; hit rate 1.2% among 360,000; AID 588335;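 also: 0% = DMSO wells and 100% = wells lacking the enzyme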
BioA inh = BioA (M. tuberculosis) enzyme inhibition. purified M. tuberculosis BioA enzyme, plate reader. inhibition, % at 9.99 µM. hit rate 0.096% among 360,000; in the data active = inhibition above about 40%; inconclusive = no clear call, values can overlap the other calls
Mtb FBA inh = inhibits M. tuberculosis FBA enzyme; purified M. tuberculosis FBA, fluorescence read-out; inhibition, % at 1 µM; hit rate 2.3% among 360,000; AID 588726; in the data active = inhibition above about 27%;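 also: 0% = vehicle and 100% = reference inhibitor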
Target sequence (P9WQA3 whole entry, looked up): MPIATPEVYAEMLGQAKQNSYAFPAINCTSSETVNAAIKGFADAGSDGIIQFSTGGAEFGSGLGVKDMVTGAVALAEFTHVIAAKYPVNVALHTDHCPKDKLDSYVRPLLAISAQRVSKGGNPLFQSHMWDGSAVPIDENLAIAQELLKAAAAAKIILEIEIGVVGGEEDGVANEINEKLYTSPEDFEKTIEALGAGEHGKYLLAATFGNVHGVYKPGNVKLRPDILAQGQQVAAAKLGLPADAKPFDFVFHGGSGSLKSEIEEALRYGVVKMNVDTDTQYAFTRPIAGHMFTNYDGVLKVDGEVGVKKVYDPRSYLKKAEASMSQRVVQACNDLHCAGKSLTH
CCHF vOTU inh = blocks the CCHF virus ovarian tumor domain protease | CCHFV vOTU protease, Pep-AMC fluorescence | inhibition, % at 11.5 µM | hit rate 0.55% among 370,000 | AID 651958; also: 0% = vehicle wells with enzyme and 100% = no enzyme wells
PrPC surface inh = inhibitors of human cell surface prion protein PrPC. hit rate 0.43% among 370,000. AID 720596. TR-FRET read-out. inhibition, % at 13.8 µM; in the data active = inhibition above about 24%; also: 0% = median of the test wells and 100% = reference compound wells
BoNT-A LC inh2 = BoNT A light chain protease inhibition; multiplex microsphere protease substrate cleavage, flow cytometry; hit rate 0.17% among 360,000; inhibition, % at 10 µM; in the data active = inhibition above about 30%; inconclusive = no clear call, values can overlap the other calls; also: plate controls were buffer without enzyme for full effect and enzyme alone for no effect
FadD28 FP inh = M. tuberculosis FadD28 bisubstrate binding inhibition; FadD28 bisubstrate probe binding, fluorescence polarization; inhibition, % at 12.5 µM; hit rate 0.22% among 360,000; in the data active = inhibition above about 8.5%, passing the limit was not always enough; inconclusive = no clear call, values can overlap the other calls
BoNT-F LC inh = blocks Botulinum neurotoxin F light chain protease; inhibition, % at 10 µM; hit rate 0.22% among 360,000; Multiplex microsphere protease cleavage assay, flow cytometry; in the data active = inhibition above about 35%, passing the limit was not always enough; inconclusive = no clear call, values can overlap the other calls; also: plate controls were buffer without enzyme for full effect and enzyme alone for no effect
Mtb UGM inh = Mtb UDP-galactopyranose mutase inhibition; P9WIQ1; purified UGM, fluorescence polarization probe displacement; inhibition, % at 10 µM; hit rate 0.06% among 320,000; in the data active = inhibition above about 10%, passing the limit was not always enough; inconclusive = no clear call, values can overlap the other calls
Target sequence (P9WIQ1 whole entry, looked up): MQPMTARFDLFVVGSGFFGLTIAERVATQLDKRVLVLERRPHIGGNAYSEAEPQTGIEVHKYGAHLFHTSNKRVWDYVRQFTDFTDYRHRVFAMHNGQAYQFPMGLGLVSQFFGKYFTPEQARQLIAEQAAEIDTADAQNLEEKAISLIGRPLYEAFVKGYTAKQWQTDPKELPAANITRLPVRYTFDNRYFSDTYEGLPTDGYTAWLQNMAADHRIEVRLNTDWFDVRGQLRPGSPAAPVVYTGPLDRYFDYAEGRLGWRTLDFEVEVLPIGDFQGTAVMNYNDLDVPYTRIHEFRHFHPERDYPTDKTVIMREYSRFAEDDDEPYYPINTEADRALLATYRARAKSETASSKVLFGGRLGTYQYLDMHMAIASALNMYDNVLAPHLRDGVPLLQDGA
Starred values were filed as active, the others as inactive. Rule as the data show it, unless noted: active = inhibition above about 30%; inactive = the rest.

CC1=C(C(=O)N2CCOCC2)CC(CC(=O)NCc2cccc3ccccc23)C(=O)N1CCC1=CCCCC1 (configuration not stated) was read as GDH-TPI counter 6, BioA inh -0.9, Mtb FBA inh 2, CCHF vOTU inh 4, PrPC surface inh 3, BoNT-A LC inh2 -0.8, FadD28 FP inh -0.1 and BoNT-F LC inh -5.
O=C1CC(C2CCCO2)C(=O)N1c1ccccc1 (configuration not stated) was read as GDH-TPI counter 16, BioA inh -3.7, Mtb FBA inh 1, CCHF vOTU inh -1, PrPC surface inh -2, BoNT-A LC inh2 -1.5, FadD28 FP inh -0.6, BoNT-F LC inh -8 and Mtb UGM inh -1.6.
Cc1ccc(NC(=S)N(CCCN2CCOCC2)Cc2ccco2)cc1Cl was read as GDH-TPI counter 7, BioA inh 2.9, Mtb FBA inh -1, CCHF vOTU inh -5, PrPC surface inh 0, BoNT-A LC inh2 0.8, FadD28 FP inh -2.7, BoNT-F LC inh 4 and Mtb UGM inh -1.1.
`Cc1cc(C)cc(NC(=S)N2CCN(CCO)CC2)c1` gave GDH-TPI counter 8, Mtb FBA inh 2, CCHF vOTU inh -20, PrPC surface inh -4, BoNT-A LC inh2 0.1, FadD28 FP inh -1.5, BoNT-F LC inh -3 and Mtb UGM inh -1.7.
Screening CCOC(=O)C(C)Sc1nnc2c3ccccc3n(C)c2n1 (configuration not stated) returned GDH-TPI counter 32*, BioA inh 2.2, Mtb FBA inh 0, CCHF vOTU inh 18, PrPC surface inh 9, BoNT-A LC inh2 -3.4, FadD28 FP inh -1.0, BoNT-F LC inh inconclusive and Mtb UGM inh 1.3.
CCOC(=O)C1CCCN(C(=O)c2ccc(S(=O)(=O)N3CCOCC3)cc2)C1 (configuration not stated) was read as GDH-TPI counter 3, BioA inh -3.6, Mtb FBA inh -2, CCHF vOTU inh 8, PrPC surface inh -4, BoNT-A LC inh2 -0.3, FadD28 FP inh 0.4, BoNT-F LC inh -4 and Mtb UGM inh 0.0.
`COc1ccc(CN(C)C(=O)Cn2cc(C)c(=O)[nH]c2=O)cc1OC` gave GDH-TPI counter 1, BioA inh -0.4, Mtb FBA inh -1, CCHF vOTU inh 13, PrPC surface inh 6, BoNT-A LC inh2 -0.5, FadD28 FP inh 0.0 and BoNT-F LC inh 2.
Screening Cc1ccc(C)c(OCc2cc(C(=O)N(C)Cc3nccn3C)no2)c1 returned GDH-TPI counter -4, BioA inh -1.0, Mtb FBA inh 2, CCHF vOTU inh 26, PrPC surface inh -4, BoNT-A LC inh2 1.1, FadD28 FP inh -2.3, BoNT-F LC inh -1 and Mtb UGM inh 1.4.
For COc1ccc(C2C(C#N)=C(N)OC3=C2C(=O)CC(C)(C)C3)cc1Cn1nc(C)c([N+](=O)[O-])c1C (configuration not stated) the results were GDH-TPI counter -4, Mtb FBA inh 39*, CCHF vOTU inh 8, PrPC surface inh 1, BoNT-A LC inh2 0.0, FadD28 FP inh -2.7, BoNT-F LC inh 1 and Mtb UGM inh 3.8.
Screening COc1cccc(NC(=O)CN(C)C(=O)c2cc(Cl)nc3ccccc23)c1 returned GDH-TPI counter 12, BioA inh 3.0, Mtb FBA inh 3, CCHF vOTU inh 8, PrPC surface inh 6, BoNT-A LC inh2 -0.6, FadD28 FP inh -3.5 and BoNT-F LC inh -5.
For COCCCNc1nc2c(c(=O)n(Cc3ccc(F)cc3)c(=O)n2C)n1C the results were GDH-TPI counter 2, BioA inh 4.8, Mtb FBA inh -2, CCHF vOTU inh -5, PrPC surface inh 6, BoNT-A LC inh2 -0.4, FadD28 FP inh -2.5, BoNT-F LC inh -8 and Mtb UGM inh 1.1.
Cc1ccc(C)c(N2CCN(S(=O)(=O)c3cc4c(cc3Cl)NC(=O)CO4)CC2)c1 was read as GDH-TPI counter -2, BioA inh -2.2, Mtb FBA inh -1, CCHF vOTU inh 1, PrPC surface inh -7, BoNT-A LC inh2 -0.9, FadD28 FP inh 0.5, BoNT-F LC inh -6 and Mtb UGM inh -1.1.

Structures from the list above with an aryl methoxy group, in the order listed:
`COc1ccc(CN(C)C(=O)Cn2cc(C)c(=O)[nH]c2=O)cc1OC` gave GDH-TPI counter 1, BioA inh -0.4, Mtb FBA inh -1, CCHF vOTU inh 13, PrPC surface inh 6, BoNT-A LC inh2 -0.5, FadD28 FP inh 0.0 and BoNT-F LC inh 2.
For COc1ccc(C2C(C#N)=C(N)OC3=C2C(=O)CC(C)(C)C3)cc1Cn1nc(C)c([N+](=O)[O-])c1C (configuration not stated) the results were GDH-TPI counter -4, Mtb FBA inh 39*, CCHF vOTU inh 8, PrPC surface inh 1, BoNT-A LC inh2 0.0, FadD28 FP inh -2.7, BoNT-F LC inh 1 and Mtb UGM inh 3.8.
Screening COc1cccc(NC(=O)CN(C)C(=O)c2cc(Cl)nc3ccccc23)c1 returned GDH-TPI counter 12, BioA inh 3.0, Mtb FBA inh 3, CCHF vOTU inh 8, PrPC surface inh 6, BoNT-A LC inh2 -0.6, FadD28 FP inh -3.5 and BoNT-F LC inh -5.

(listing goes on)
Screening COc1ccccc1NC(=O)c1sc(Cl)nc1C returned GDH-TPI counter 5, BioA inh 0.0, Mtb FBA inh -4, CCHF vOTU inh -12, PrPC surface inh -4, BoNT-A LC inh2 0.0, FadD28 FP inh -1.8, BoNT-F LC inh -18 and Mtb UGM inh -3.0.
`COC(=O)c1cc(NC(=O)CN2C(=O)C(=O)N(C3CCCC3)C2=O)cc(C(=O)OC)c1` gave GDH-TPI counter -1, BioA inh 1.3, Mtb FBA inh 1, CCHF vOTU inh 18, PrPC surface inh -1, BoNT-A LC inh2 -0.2, FadD28 FP inh -4.8, BoNT-F LC inh -3 and Mtb UGM inh -3.3.
`Cc1ccc2c(n1)sc1c(-c3ccccc3)c(C#N)c(N)nc12` gave GDH-TPI counter 20, BioA inh 1.3, Mtb FBA inh 69*, CCHF vOTU inh -17, PrPC surface inh -4, BoNT-A LC inh2 15, FadD28 FP inh -3.2, BoNT-F LC inh -16 and Mtb UGM inh 1.4.
`O=c1cccc2n1C[C@@H]1C[C@@H]2CN(CC(O)c2ccc([N+](=O)[O-])cc2)C1` (some centres not stated) gave GDH-TPI counter 5, BioA inh -1.1, Mtb FBA inh 1, CCHF vOTU inh -4, PrPC surface inh -14, BoNT-A LC inh2 -1.5, FadD28 FP inh 0.9, BoNT-F LC inh 28 and Mtb UGM inh 2.1.
Screening Cc1ccsc1C(=O)NCC(=O)OCc1ccccc1 returned GDH-TPI counter 3, BioA inh 1.2, Mtb FBA inh 2, CCHF vOTU inh 9, PrPC surface inh 0, BoNT-A LC inh2 -1.3, FadD28 FP inh -1.1, BoNT-F LC inh 4 and Mtb UGM inh 1.2.
CCc1cc(C(c2ccc(OC)c(OC)c2)N2CCOCC2)c(NC(=O)c2ccccc2)s1 (configuration not stated) was read as GDH-TPI counter 8, Mtb FBA inh -4, CCHF vOTU inh 27, PrPC surface inh -3, BoNT-A LC inh2 -0.7, FadD28 FP inh -1.6, BoNT-F LC inh -9 and Mtb UGM inh 0.7.
`CC1(C(=O)NCc2ccccn2)C=CCN1C(=O)c1ccccc1` (configuration not stated) gave GDH-TPI counter 9, BioA inh 0.7, Mtb FBA inh 0, CCHF vOTU inh 0, PrPC surface inh 0, BoNT-A LC inh2 -0.1, FadD28 FP inh -3.6, BoNT-F LC inh -5 and Mtb UGM inh -0.3.
Screening CN(CCC#N)C(=O)COC(=O)c1cccnc1Nc1ccccc1F returned GDH-TPI counter 3, Mtb FBA inh -1, CCHF vOTU inh 6, PrPC surface inh 9, BoNT-A LC inh2 -1.3, FadD28 FP inh -3.4, BoNT-F LC inh -4 and Mtb UGM inh -5.4.
For O=C(NCCCN1CCOCC1)C(=O)NCc1ccccc1 the results were GDH-TPI counter -2, Mtb FBA inh 4, CCHF vOTU inh 18, PrPC surface inh -4, BoNT-A LC inh2 -0.3, FadD28 FP inh 0.6, BoNT-F LC inh -4 and Mtb UGM inh 2.1.
Cc1cc(C)nc(N2CCC(C(=O)NCc3ccco3)CC2)n1 was read as GDH-TPI counter 10, BioA inh -0.2, Mtb FBA inh 4, CCHF vOTU inh -1, PrPC surface inh -5, BoNT-A LC inh2 -0.5, FadD28 FP inh -3.6, BoNT-F LC inh -4 and Mtb UGM inh 1.7.
Screening Nc1nnc(-c2ccccc2Cl)s1 returned GDH-TPI counter 2, BioA inh -0.2, Mtb FBA inh 13, CCHF vOTU inh 1, PrPC surface inh 1, BoNT-A LC inh2 -1.3, FadD28 FP inh -1.5, BoNT-F LC inh -4 and Mtb UGM inh -1.9.
Screening O=C1c2ccccc2C(=O)C1c1ccc(Cl)cc1 returned GDH-TPI counter 3, BioA inh -1.7, Mtb FBA inh 4, CCHF vOTU inh -2, PrPC surface inh -3, BoNT-A LC inh2 1.6, FadD28 FP inh 1.5, BoNT-F LC inh 0 and Mtb UGM inh -1.5.
Screening CCN(CC)C(=O)N[C@H]1C[C@@H]2c3cccc4[nH]cc(c34)C[C@H]2N(C)C1 returned GDH-TPI counter 8, BioA inh 1.0, Mtb FBA inh 8, CCHF vOTU inh 18, PrPC surface inh 4, BoNT-A LC inh2 0.9, FadD28 FP inh 0.1, BoNT-F LC inh -16 and Mtb UGM inh 0.6.
c1ccc(CN2CCOCCOCCOCC2)cc1 was read as GDH-TPI counter 7, Mtb FBA inh 1, CCHF vOTU inh -14, PrPC surface inh 3, BoNT-A LC inh2 3.8, FadD28 FP inh -2.7, BoNT-F LC inh inconclusive and Mtb UGM inh 1.6.
Screening O=C(CSCc1ccccc1)Nc1ccc(S(=O)(=O)Nc2ncccn2)cc1 returned GDH-TPI counter 2, BioA inh -0.6, Mtb FBA inh 1, CCHF vOTU inh 8, PrPC surface inh -2, BoNT-A LC inh2 -1.8, BoNT-F LC inh -5 and Mtb UGM inh 0.8.
`Cc1ccc(S(=O)(=O)N2CCN(c3ccccc3)CC2)cc1` gave GDH-TPI counter 9, BioA inh -1.5, Mtb FBA inh 2, CCHF vOTU inh -12, PrPC surface inh 12, BoNT-A LC inh2 -2.8, FadD28 FP inh 1.7, BoNT-F LC inh inconclusive and Mtb UGM inh -1.9.
For CCn1c(=O)cc(SCC(=O)Nc2ccc(C)cn2)c2ccccc21 the results were GDH-TPI counter 3, Mtb FBA inh 0, CCHF vOTU inh 7, PrPC surface inh 18, BoNT-A LC inh2 0.5, FadD28 FP inh -2.2, BoNT-F LC inh -6 and Mtb UGM inh -0.1.
`CCN(c1ccccc1)S(=O)(=O)c1cccc(C(=O)NCC(c2cccs2)N2CCOCC2)c1` (configuration not stated) gave GDH-TPI counter 12, BioA inh -1.0, Mtb FBA inh 3, CCHF vOTU inh 10, PrPC surface inh 0, BoNT-A LC inh2 1.4, FadD28 FP inh -2.5, BoNT-F LC inh 6 and Mtb UGM inh -0.8.
`Cc1ccc(NC(=O)NNC(=O)Cn2nc(-c3ccccc3)c(-c3ccccc3)c(C#N)c2=O)cc1` gave GDH-TPI counter 6, BioA inh -0.8, Mtb FBA inh -2, CCHF vOTU inh 17, PrPC surface inh -18, BoNT-A LC inh2 -0.6, FadD28 FP inh 0.4, BoNT-F LC inh 2 and Mtb UGM inh -1.4.
`Cc1cc(Cl)ccc1OCCCC(=O)NCc1cccs1` gave GDH-TPI counter 7, BioA inh -0.5, Mtb FBA inh 0, CCHF vOTU inh 10, PrPC surface inh 2, BoNT-A LC inh2 -3.1, FadD28 FP inh -1.3, BoNT-F LC inh -27 and Mtb UGM inh 2.0.
For CCNC(=O)c1cccc(NC(=O)C2CC(=O)N(CCc3ccccc3)C2)c1 (configuration not stated) the results were GDH-TPI counter -4, BioA inh 1.3, Mtb FBA inh 3, CCHF vOTU inh 16, PrPC surface inh -9, BoNT-A LC inh2 -3.2, FadD28 FP inh 2.3, BoNT-F LC inh 2 and Mtb UGM inh -1.9.
`CC(C)c1nn2c(=O)cc(O)nc2s1` gave GDH-TPI counter -6, Mtb FBA inh 1, CCHF vOTU inh 0, PrPC surface inh 6, BoNT-A LC inh2 0.6, FadD28 FP inh -2.3, BoNT-F LC inh -5 and Mtb UGM inh -0.5.
Fc1ccc(OCc2nn3cnnc3s2)cc1 was read as GDH-TPI counter 10, BioA inh 2.8, Mtb FBA inh -4, CCHF vOTU inh 21, PrPC surface inh 4, BoNT-A LC inh2 0.6, FadD28 FP inh 0.4, BoNT-F LC inh -2 and Mtb UGM inh 0.4.
